MBNL1-CUG inh: qHTS Assay for Inhibitors of MBNL1-poly(CUG) RNA binding | Muscleblind-like protein 1 (Homo sapiens), Q9NR56 | TR-FRET MBNL1-His/biotin-(CUG)12 binding, 665/545 ratio | Potency, µM (highest dose often 57.5 µM), for the others: at the highest dose activity change, negative = inhibition, most hits filed as inhibitors | hit rate 0.036% among 280,000; active = well fitted inhibition curve with a large enough effect in the signal ratio, with a control signal flat, not every such curve was filed as active; inconclusive = small, poorly fitted or top-dose-only effect, or effect the other way, or a change in a side signal; inactive = no such curve, though single readings can be large or run the other way; the % refers to the signal ratio; also: potency is read from the fitted curve at half-maximal effect; % is scaled to controls: 0 for no effect and ±100 for the full control effect
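Compounds (final 92 nM to 58 uM) are added to His-tagged MBNL1 and biotin-(CUG)12, then terbium anti-His antibody and streptavidin-XL665 (5 nM final). After 60 min at room temperature, the 665/545 nm ratio is read.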
S-ASM inh: Inhibitors of Secretory Acid Sphingomyelinase (S-ASM): qHTS; Sphingomyelin phosphodiesterase (Homo sapiens), P17405; placental ASM, HMU-PC fluorogenic substrate, 60 min; Potency, µM (highest dose often 57.5 µM), for the others: top-dose activity change, negative = inhibition, hits mostly inhibitors; hit rate 0.006% among 340,000; AID 504937, 2011; also: potency is read from the fitted curve at half-maximal effect
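Human placenta-derived ASM enzyme was preincubated with compound for 10 minutes at room temperature, then given fluorogenic substrate HMU-PC0 (9 uM final) for 60 minutes at 37 °C; a pH 10 stop preceded fluorescence reading at Ex 386/Em 447 nm.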
KCNH2 WT inh: qHTS for Inhibitors of KCHN2 3.1: Wildtype qHTS; U2OS, BacMam KCNH2, thallium flux FluxOr; active compounds read low; activity change, % at 1.84 µM; hit rate 0.37% among 340,000;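 active = maximum activity change below -70%; inconclusive = maximum activity change between -70% and -50%; inactive = maximum activity change above -50%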; also: % is scaled to controls: 0 for no effect and ±100 for the full control effect
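U2OS cells were transduced with wild-type KCNH2 virus (2.03 x 10^8 / mL) for 4 h at room temperature, then cultured overnight at 37 C. Thallium flux was read with FluxOr dye. Rate constants were normalized to DMSO controls.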
Chronic BCR inh: qHTS Assay to Find Inhibitors of Chronic Active B-Cell Receptor Signaling; hit rate 0.05% among 340,000; Potency, µM (titrated, usually from 46.1 µM), inactives show at the highest dose ratio change, negative = lower green/red ratio, hits mostly inhibitors; ABC-DLBCL IkBa-CBG/CBR reporter, luminescence ratio, 4 h; AID 493014, 2011; active = well fitted inhibition curve with a large enough effect in the signal ratio, with a control signal flat, not every such curve was filed as active; inconclusive = small, poorly fitted or top-dose-only effect, or effect the other way, or a change in a side signal; the % refers to the signal ratio;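 also: potency is read from the fitted curve at half-maximal effect; plate controls were basal doxycycline-induced cells for no effect and cells given 10 µM MG132 for full effect; MG132 reads +100%, hits lower the ratio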
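Concentration-response series (up to 46 uM) were applied to TMD8 dual-reporter cells for 4 h at 37C with doxycycline. Green/red ratio, after filter-overlap correction, defined %Activity; red signal alone was normalised to basal cells and zero luminescence.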
TSHR antagonist: Antagonists of the Thyroid Stimulating Hormone Receptor: HTS campaign; hit rate 0.2% among 330,000; TSHR-expressing cells, TSH-stimulated cAMP HTRF, 2 h; active compounds read low; Thyrotropin receptor (Homo sapiens), P16473; activity change, negative = inhibition, % at 11.5 µM;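 active = activity change below a set negative limit, meaning inhibition stronger than a set level, cut at about -70% in these data; inconclusive = activity change between two set negative limits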; also: % is scaled to controls: 0 for no effect and ±100 for the full control effect
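Cell-based HTRF cAMP assay; TSHR cells + compound, TSH EC80 (4nM final), 2 h, 37 deg C. Lysis with anti-cAMP cryptate and cAMP-d2, 30 min RT, read 665/620 nm.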
PKM2 act: qHTS Assay for Activators of Human Muscle isoform 2 Pyruvate Kinase; Pyruvate kinase PKM (Homo sapiens), P14618; purified PKM2, Kinase-Glo ATP luminescence, activation; response scale: 0% is enzyme alone, no compound; Potency, µM (doses to about 57.5 µM), without a hit: at the highest dose activation, usual class: activators; hit rate 0.34% among 260,000; also: potency is read from the fitted curve at half-maximal effect; % is scaled to controls: 0 for no effect and ±100 for the full control effect; nearly all actives have a fitted effect of over 55% in size
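Purified hPK-M2 (>95% pure) converted ADP (0.1 mM final) to ATP with 0.5 mM PEP in 50 mM imidazole pH7.2, KCl, MgCl2, Tween 20, BSA; 1 h at room temperature. ATP detected by Kinase-Glo luminescence.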
GALK inhibitor: qHTS Assay for Inhibitors of Human Galactokinase (GALK); P51570; Purified GALK, Kinase-Glo residual ATP luminescence; hit rate 0.007% among 270,000; Potency, µM (highest dose often 57.5 µM), for the others: at the highest dose activity change, negative = inhibition, actives largely listed as inhibitors; AID 1868, 2009; also: potency is read from the fitted curve at half-maximal effect; % is scaled to controls: 0 for no effect and ±100 for the full control effect
Target sequence (P51570 whole entry, looked up): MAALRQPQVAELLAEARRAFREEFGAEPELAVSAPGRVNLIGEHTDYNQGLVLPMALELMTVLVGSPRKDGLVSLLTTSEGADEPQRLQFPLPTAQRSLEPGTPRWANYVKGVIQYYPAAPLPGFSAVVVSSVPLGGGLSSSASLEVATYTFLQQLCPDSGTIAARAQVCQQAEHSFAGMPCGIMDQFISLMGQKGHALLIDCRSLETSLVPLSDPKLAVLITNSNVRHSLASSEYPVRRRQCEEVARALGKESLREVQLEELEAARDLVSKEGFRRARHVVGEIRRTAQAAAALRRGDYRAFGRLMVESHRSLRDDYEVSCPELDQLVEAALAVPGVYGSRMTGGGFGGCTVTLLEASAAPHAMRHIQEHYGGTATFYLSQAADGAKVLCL
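GALK at 5 nM final was combined with compound, 35 uM ATP and 100 uM galactose in HEPES pH8.0 with MgCl2 and DTT. The reaction ran one hour at room temperature before luminescent ATP detection.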
Mito fusion yeast: qHTS Assay for Small Molecule Inhibitors of Mitochondrial Division or Activators of Mitochondrial Fusion. S. cerevisiae fusion-defective mutant growth rescue, CellTiterGlo 48 h. Potency, µM (top dose mostly 46.1 µM), for inactives: at the highest dose growth rescue (activation), most hits filed as activators. hit rate 0.23% among 320,000. AID 485298, 2010;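 also: potency is read from the fitted curve at half-maximal effect; % of control where 0% means no effect; nearly all actives have a fitted effect of over 45% in size; temperature-sensitive fusion mutants such as fzo1-1 at 37 °C on non-fermentable ethanol glycerol medium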
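Compounds are tested for their ability to restore growth of mitochondrial fusion-defective yeast strains at non-permissive 37C in YPEG medium over 48 hours. Viability is quantified by luciferase luminescence.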
USP2a inh: qHTS Assay for Inhibitors of Ubiquitin-specific Protease USP2a Using CHOP2 as the Reporter. Ubiquitin carboxyl-terminal hydrolase 2 (Homo sapiens), O75604. USP2 core, Ub-CHOP2 coupled fluorogenic reporter, 485/531. Potency, µM (top dose mostly 38.3 µM), inactives show at the top dose activity change, negative = inhibition, hits mostly inhibitors. hit rate 0.01% among 330,000. AID 463254, 2010;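 also: potency is read from the fitted curve at half-maximal effect; plate controls were DMSO wells for no effect and full inhibition by NEM control for full effect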
Target sequence (O75604 whole entry, looked up): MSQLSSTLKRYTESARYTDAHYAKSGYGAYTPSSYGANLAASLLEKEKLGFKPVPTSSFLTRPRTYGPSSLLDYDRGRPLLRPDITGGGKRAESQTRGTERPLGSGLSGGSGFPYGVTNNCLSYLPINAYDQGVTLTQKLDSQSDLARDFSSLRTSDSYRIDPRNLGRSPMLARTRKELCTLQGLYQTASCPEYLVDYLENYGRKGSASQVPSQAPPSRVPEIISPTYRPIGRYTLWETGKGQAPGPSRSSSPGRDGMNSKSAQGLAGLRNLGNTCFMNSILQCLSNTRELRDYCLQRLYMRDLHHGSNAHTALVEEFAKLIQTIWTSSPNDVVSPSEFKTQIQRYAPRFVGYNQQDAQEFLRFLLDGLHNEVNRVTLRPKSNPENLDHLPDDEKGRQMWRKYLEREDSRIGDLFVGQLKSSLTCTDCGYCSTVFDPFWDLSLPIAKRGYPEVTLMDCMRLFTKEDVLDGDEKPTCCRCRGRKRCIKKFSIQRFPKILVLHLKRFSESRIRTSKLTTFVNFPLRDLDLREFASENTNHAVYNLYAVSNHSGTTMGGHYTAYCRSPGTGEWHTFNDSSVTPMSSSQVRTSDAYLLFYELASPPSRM
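USP2 core (10nM final) preincubated 30min RT with compound in 20mM Tris-HCl pH 8.0, 2mM CaCl2, 2mM beta-mercaptoethanol, 0.05% CHAPS; 25nM Ub-CHOP2 plus 25nM reporter substrate added, fluorescence (Ex485/Em531) read after 60min.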
Menin MLL FP TR: qHTS Assay for Inhibitors Targeting the Menin-MLL Interaction in MLL Related Leukemias: Competition With Texas Red Labeled MLL-derived Mutant Peptide; O00255; Menin + Texas Red MLL mutant peptide, fluorescence polarization; Potency, µM (doses to about 61.6 µM), for inactives: top-dose FP activity change, negative = inhibition, actives largely listed as inhibitors; hit rate 0.23% among 270,000; AID 1768, 2009; active = well fitted inhibition curve with a large enough effect in the polarisation, with a control signal flat, not every such curve was filed as active; inconclusive = small, poorly fitted or top-dose-only effect, or effect the other way, or a change in a side signal; inactive = no such curve, though single readings can be large or run the other way; the % refers to the polarisation; also: potency is read from the fitted curve at half-maximal effect; % of control where 0% means no effect; many of its hits are not listed in these tables
Eya2 inh: qHTS Assay for Inhibitors of the Phosphatase Activity of Eya2 | Protein phosphatase EYA2 (Homo sapiens), O00167 | recombinant Eya2, OMFP fluorescence dephosphorylation (OMFP is methylfluorescein phosphate) | Potency, µM (top dose mostly 76.9 µM), for the others: at the top dose activity, negative = inhibition, actives largely listed as inhibitors | hit rate 0.006% among 330,000 | AID 488837, 2010; also: potency is read from the fitted curve at half-maximal effect; % is scaled to controls: 0 for no effect and ±100 for the full control effect
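Eya2 (0.2 uM) preincubated 10 min at ambient with compound, then OMFP substrate added at 50 uM; 10 min reaction in 50 mM HEPES pH 7.5, 50 mM NaCl, 5 uM MgCl2, 0.05% BSA, 1 mM DTT. Fluorescence read at Ex 485/Em 525 nm.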
* = called active by the depositor; ? = inconclusive; · = no result given; [ ] = dose if it differs, or a comment. Unless noted, calls follow the shape of the dose curve; as a rule, active = well fitted curve in the direction sought with a large enough effect; inconclusive = small, poorly fitted or top-dose-only effect, or another doubt; inactive = no such curve, though single readings can be large; an effect the other way counts as inactive or inconclusive. Not all compounds are listed; the hit share may differ from the screen's.

No.	compound	Eya2 inh	S-ASM inh	USP2a inh	Mito fusion yeast	Menin MLL FP TR	MBNL1-CUG inh	TSHR antagonist	GALK inhibitor	Chronic BCR inh	KCNH2 WT inh	PKM2 act
1	COc1ccc(C(=O)N2c3ccccc3C(=O)OC2c2ccc3c(c2)OCO3)cc1 (stereo unspecified)	4%	3%	3%	-1%	·	4%	-12	1%	?	-1	-5%
2	O=C(c1cc(N2C(=O)C3C4CCC(C4)C3C2=O)ccc1Cl)N1CCN(c2ccccc2)CC1 (stereo unspecified)	-7%	0%	1%	5%	-22%	-19%	22	-5%	2%	1	-7%
3	O=C(O)C1CC=C(Cl)CC1C(=O)NCc1ccccc1 (stereo unspecified)	10%	1%	4%	-3%	10%	-1%	-6	-2%	2%	3	8%
4	Cc1ccccc1NC(=O)c1ccc(CSc2ncccn2)cc1	8%	0%	2%	7%	2%	-12%	-6	-1%	?	-1	-12%
5	O=C(Nc1ccc(N2CCOCC2)cc1N1CCOCC1)c1ccco1	-34%	2%	-1%	-2%	-13%	0%	2	-2%	2%	-6	5%
6	O=C(N1CCN(c2ccccc2)CC1)C1(S(=O)(=O)c2ccc(Cl)cc2)CC1	13%	2%	2%	-28%	27%	-4%	-12	-3%	1%	7	·
7	CNc1sc(C(=O)c2ccc(F)cc2)c(N)c1-c1nc2ccccc2s1	-25%	-3%	?	7%	?	?	-10	0%	?	-13	3%
8	O=C(Nc1nc2ccc(Cl)cc2s1)c1ccc(Br)o1	-7%	-1%	0%	11%	39%[activator]	6%	4	0%	?	-1	-7%
9	O=C(O)c1cc(Cl)ccc1NC(=O)C1CCCO1 (stereo unspecified)	7%	7%	2%	2%	-1%	-2%	-9	0%	?	3	4%
10	CCN(C(=S)Nc1ccc(OC(F)F)cc1)C1CCCCC1	8%	-3%	7%	1%	13%	-4%	9	1%	5%	1	-6%
11	COc1cc(C2Nc3ccc4ncccc4c3C3=C2C(=O)CCC3)cc(OC)c1O (stereo unspecified)	-4%	14%	0%	-1%	16%	?	·	0%	?	-10	18%
12	COc1ccccc1-n1cnc2cc(NC(=O)c3ccco3)ccc21	-6%	-2%	1%	5%	·	-3%	-8	1%	?	-3	1%
13	O=S(=O)(c1ccc2ccccc2c1)N1CCN(S(=O)(=O)N2CCCCC2)CC1	-15%	1%	2%	2%	?	-3%	5	1%	12%	-6	-3%
14	COc1ccc(CCNC2=C(Cl)C(=O)N(CCc3ccc(OC)c(OC)c3)C2=O)cc1OC	0%	8%	0%	-1%	11%	25%	-74*	-2%	?	-3	-2%
15	CC1(C)Cc2c(c(=S)nc(-c3ccccc3)n2CCN2CCOCC2)CO1	-11%	0%	-1%	-4%	1%	-3%	4	0%	-11%	-28	-10%
16	CC(C)(C)c1ccc(C(=O)Nc2cccnc2)cc1	-1%	-3%	0%	9%	23%	1%	-13	·	-4%	-5	-6%
17	CCOc1ccc(S(=O)(=O)NCCC(=O)NCCCSc2ccccc2)cc1	3%	3%	0%	-6%	·	·	4	·	-4%	10	·
18	O=C(Nc1cccc([N+](=O)[O-])c1)C1C2CCCCC21 (stereo unspecified)	8%	-3%	2%	6%	9%	4%	-2	1%	?	-4	19%
19	CC(C)(C)C1CCc2onc(C(=O)NC3CCCC3)c2C1 (stereo unspecified)	-4%	-2%	-3%	2%	-17%	-3%	10	-2%	7%	16	-2%
20	Cc1nccn1Cc1ccccc1	-3%	6%	3%	-6%	-10%	-3%	-5	·	0%	3	0%
21	Cc1cc(C)nc(NNC2=CC(=O)CC(C)(C)C2)n1	-3%	6%	2%	-5%	-19%	11%	6	-1%	?	4	18%
22	CC1CCN(C(=O)C(=O)c2cn(CC(=O)N3CCCC3)c3ccccc23)CC1	6%	-1%	0%	-3%	·	-7%	-3	-2%	-5%	-1	-8%
23	CNc1c(NS(=O)(=O)c2cc(Cl)ccc2OC)c(=O)oc2ccccc12	8%	-1%	1%	-2%	18%	-6%	0	4%	?	-1	-1%
24	CCC(C)n1ncn(-c2ccc(N3CCN(c4ccc(O)cc4)CC3)cc2)c1=O (stereo unspecified)	3%	1%	5%	-10%	4%	-3%	28	2%	1%	23	4%
25	CC(=O)Nc1ccc(S(=O)(=O)N(C)CC(=O)OCC(=O)N2CCc3ccccc32)cc1	2%	-3%	0%	-2%	2%	-7%	14	-3%	17%	22	3%

Ordered by value in PKM2 act (high to low): three of the compounds above
No. | molecule | PKM2 act
18 | O=C(Nc1cccc([N+](=O)[O-])c1)C1C2CCCCC21 (stereo unspecified) | 19%
11 | COc1cc(C2Nc3ccc4ncccc4c3C3=C2C(=O)CCC3)cc(OC)c1O (stereo unspecified) | 18%
7 | CNc1sc(C(=O)c2ccc(F)cc2)c(N)c1-c1nc2ccccc2s1 | 3%

Continuation.
No.	compound	Eya2 inh	S-ASM inh	USP2a inh	Mito fusion yeast	Menin MLL FP TR	MBNL1-CUG inh	TSHR antagonist	GALK inhibitor	Chronic BCR inh	KCNH2 WT inh	PKM2 act
26	O=C(CNC(=O)C1CCCCC1)NCCCO	-10%[15.4 µM]	0%	1%	3%	0%	6%	15	1%	-2%	-1	15%
27	CS(=O)(=O)c1cccc(C(=O)OCC(=O)NCc2cccs2)c1	4%	4%	0%	-1%	·	·	2	·	0%	8	·
28	O=C(NN=C1CCCCCCC1)c1ccc2ccccc2n1	-1%	-2%	1%	3%	-16%	4%	-28	-1%	?	-6	-1%
29	Cc1ccc(Cl)c(N/C=C/C(=O)c2ccccc2)c1	0%	16%	1%	-8%	0%	4%	-12	0%	-29%	1	-5%
30	NNc1nc(Nc2ccccc2)nc(Nc2ccccc2)n1	-3%	-3%	-4%	1%	?	-3%	-2	7%	4%	-1	3%
31	COc1ccc(NC(=O)NNC(=O)COc2ccc(Cl)cc2C)cc1OC	5%	2%	0%	3%	0%	6%	-2	-4%	-6%	11	3%
32	CCc1ccc(C(=O)Nc2ccc3c(c2)n(C)c(=O)n3C)cc1	4%	-2%	0%	1%	0%	-6%	-7	2%	?	3	-1%
33	COc1ccc(OCC(=O)NNC(=S)NC(=O)c2ccc(Br)o2)cc1	0%	2%	-2%	3%	·	7%	-9	-4%	7%	-4	-9%
34	C=CCN1C(=O)c2ccc(C(=O)N(CC)CC(=O)Nc3cc(Cl)ccc3C)cc2C1=O	14%	-3%	-1%	3%	·	·	15	·	10%	14	·
35	CCOc1ccccc1Nc1ccnc2cc(Cl)ccc12	-16%	-5%	-1%	1%	-8%	-5%	-2	-1%	1%	21	1%

Taken from above:
Under TSHR antagonist, #30 shows -2
Under GALK inhibitor, #31 shows -4%
Under Chronic BCR inh, #27 shows 0%
Under Chronic BCR inh, #26 shows -2%

Screening data from PubChem.
